Screening data as filed in PubChem BioAssay.
T cell modulator: modulates CD8 T cell binding to vesicles | AID 2052 | 2C CD8+ T cell-vesicle binding, flow cytometry; stronger effect = lower value | 0.068% of 330,000 active | calls only at 7 µM;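 active means response, share of CD8 T cells binding vesicles, and their 90th percentile fluorescence all below set limits, cut at about 80% in these data, passing the limit was not always enough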
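Also added: QL9-peptide-loaded Drosophila micro-vesicles bearing Ld, ICAM-1 and B7-1; Test system: purified 2C TCR transgenic mouse naive CD8+ T cells; Measured by: cytometric PE anti-B7-1 and Alexa647 anti-CD8 signals after 1% paraformaldehyde fixation; Timing: binding step 1.5 h, 37 °C, antibody labelling 20 min, ice.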
GPR35 antagonists: GPR35 antagonists blocking zaprinast-driven arrestin recruitment, primary screen, imaging, U2OS, beta-arrestin-GFP, zaprinast agonist (AID 2058); U2OS GPR35 beta-arrestin-GFP translocation imaging, zaprinast antagonism; higher % means a stronger effect; 0.052% of 290,000 active; inhibition, % at 10 µM, or IC50 in µM where a hit was titrated;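 active means inhibition of at least 50% with at least 30 cells and total cytoplasm GFP at most 10,000,000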
MgcRacGAP inhibition: MgcRacGAP GTPase-activating activity inhibitors, confirmation, biochemical, ADP Hunter fluorescence | MgcRacGAP-stimulated Rac1 GTP hydrolysis, ADP Hunter fluorescence; higher % means a stronger effect; GST-tagged Rac1 F28L mutant substrate | inhibition, % at 30 µM, or IC50 in µM where a hit was titrated | 0.6% of 340,000 active | AID 624330;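 active means first-screen hits whose inhibition reached a set limit at any dose in the follow-up dose series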;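 further: fluorescence reports GDP produced by GAP-driven GTP hydrolysis; strong numbers were not always called active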
LYP inhibition: PTPN22 lymphoid phosphatase activity blockers – biochemical, fluorescence intensity, uHTS (AID 1779); 0.054% of 290,000 active; one-dose inhibition, % at 11.5 µM; IC50 in µM for titrated hits; recombinant LYP phosphatase, fluorescence intensity; higher % means a stronger effect; in the data active means inhibition above about 50%;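 further: plate controls were vehicle with enzyme for no effect and no enzyme for full effect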
Lipid droplet: hepatic lipid droplet formation modulation. AML12 mouse hepatocytes, oleate lipid droplets, BODIPY imaging. inhibition, % at 6.5 µM. 0.4% of 240,000 active. AID 1656;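 active means lipid droplet intensity inhibited by at least 50%, with more than 500 cells counted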
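Assay system: AML12 mouse liver cells | Compound: 6.5 µM single-point dosing | Schedule: Overnight exposure | Technique: Fluorescence imaging, 20x objective, two fields per well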
GPR55 antagonists: inhibition of LPI-stimulated GPR55 beta-arrestin translocation – imaging, U2OS, beta-arrestin-GFP, LPI agonist, primary screen (AID 2013) | U2OS GPR55 beta-arrestin-GFP translocation imaging, LPI antagonism; higher % means a stronger effect | inhibition, % at 10 µM; hits with a dose series show IC50 in µM | 0.13% of 290,000 active;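 active means spots per cell inhibited over 60%, with over 100 cells counted and total cytoplasm intensity under 500,000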;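 further: U2OS cells stably carrying GPR55 and arrestin-GFP stimulated by 5 µM LPI near EC80; imaged beta-arrestin-GFP aggregate spots per cell after agonist stimulation; plate controls were LPI-stimulated DMSO wells for no effect and DMSO wells without LPI for full effect; some results filed as inactive read as strong as hits; confirmed hits need IC50 under 10 µM and bright autofluorescent wells are also inconclusive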
Large T inhibition: TAg ATPase/helicase activity blockers – biochemical (AID 1903) | SV40 large T antigen ATPase/helicase inhibition assay; higher % means a stronger effect | inhibition, % at 20 µM, or IC50 in µM where a hit was titrated | 0.39% of 310,000 active; in the data active means a potency from the dose series; further: strong numbers were not always called active
GPR55 beta-arrestin: selective activators of receptor GPR55 – imaging, U2OS cells, beta-arrestin-GFP redistribution, primary screen (AID 1961); U2OS GPR55 beta-arrestin-GFP redistribution imaging; higher % means a stronger effect; activation, % at 10 µM, or EC50 in µM where a hit was titrated; 0.048% of 290,000 active;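 active means activation above 40% with more than 50 cells counted in the well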;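 further: U2OS osteosarcoma cells stably expressing GPR55 and beta-arrestin-GFP; plate controls were DMSO negative control for no effect and LPI positive control for full effect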
NTR1 ag: agonists of NTR1, primary screen, imaging, U2OS cells, beta-arrestin-GFP, high content (AID 493036) | P30989 | NTR1-U2OS beta-arrestin-GFP spot imaging, agonist mode | activation, % at 20 µM | 0.17% of 330,000 active;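 active means activation at or above 40% of the spot to cytoplasm intensity ratio, with at least 20 cells analyzed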;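 further: 0% = DMSO without peptide and 100% = 100 nM NTR1 peptide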
Target sequence (P30989 whole entry, looked up): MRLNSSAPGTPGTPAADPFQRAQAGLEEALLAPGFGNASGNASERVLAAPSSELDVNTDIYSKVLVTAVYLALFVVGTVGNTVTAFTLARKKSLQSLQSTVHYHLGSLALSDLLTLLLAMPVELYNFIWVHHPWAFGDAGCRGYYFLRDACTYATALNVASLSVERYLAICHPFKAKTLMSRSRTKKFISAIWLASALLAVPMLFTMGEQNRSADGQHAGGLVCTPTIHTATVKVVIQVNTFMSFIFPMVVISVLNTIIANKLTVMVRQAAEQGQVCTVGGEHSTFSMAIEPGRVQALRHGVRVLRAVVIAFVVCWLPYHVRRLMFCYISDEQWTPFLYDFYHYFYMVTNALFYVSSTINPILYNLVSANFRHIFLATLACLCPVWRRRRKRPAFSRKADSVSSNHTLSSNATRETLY
Lipid droplet cells 6.5 µM: recorded beside Lipid droplet, whose call it bears; cell count; measured here: cell count, cytotoxicity flag;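 cells counted across two imaged fields per well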
T cell modulator vesicle-bound %: recorded beside T cell modulator, whose call it bears; double positive events, %; measured here: CD8+ vesicle-bound cell fraction;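 binding gate set so that unloaded-vesicle control wells show 10% double positive cells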
NTR1 ag cell count 20 µM: recorded beside NTR1 ag, whose call it bears; cell count; measured here: cell count, cytotoxicity flag
Active calls of the source: *; i = inactive; · = no result given; & = joins results of further samples.

Every second line gives: T cell modulator	T cell modulator vesicle-bound %	GPR35 antagonists	MgcRacGAP inhibition	LYP inhibition	Lipid droplet	Lipid droplet cells 6.5 µM	GPR55 antagonists	Large T inhibition	GPR55 beta-arrestin	NTR1 ag	NTR1 ag cell count 20 µM
> O=C1CC(SCCO)C(=O)N1c1ccccc1 (stereo not given)
 : i	32	10%	10%	-10%	-1	780	10%	3%	-0.1%	0.0	60
> CC(=O)Nc1ccc(Cc2ccncc2)cc1
 : i	25	-13%	-6%	-2%	19	693	-3%	16%	0.6%	-1.4	95
> O=C(NC1=NCCS1)C1CC(=O)N(c2ccc(Cl)cc2)C1 (stereo not given)
 : i	38	-6%	6%	1%	2	707	12%	9%	-0.1%	-0.7	27
> O=C(CNS(=O)(=O)/C=C/c1ccccc1)OCC(=O)N1CCC(Cc2ccccc2)CC1
 : i	41	-1%	-1%	6%	9	780	13%	9%	-0.1%	5.9	84
> CCOC(=O)c1sc(NC(=S)NC(=O)CC(C)C)cc1C
 : i	35	10%	2%	4%	·	·	10%	0%	-0.1%	11	81
> NC(c1ccccc1)c1ccncc1 (stereo not given)
 : i	50	-1%	7%	-4%	5	792	0%	24%	-0.3%	-1.0	46
> CCN(c1cccc2ccccc12)S(=O)(=O)c1ccc(Cl)nc1
 : i	44	13%	9%	-8%	-29	722	-3%	11%	-0.1%	3.5	50
> CCCCCCOc1ccc(C(CC(=O)NC)C(=O)O)cc1 (stereo not given)
 : i	30	8%	1%	-4%	6	704	2%	1%	0.2%	0.5	31
> CCCN(C(=O)CSCC(=O)Nc1ccc(OC)cc1)c1c(N)n(Cc2ccccc2)c(=O)[nH]c1=O
 : i	43	·	6%	·	·	·	·	8%	·	-1.0	62
> CCOc1cccc(/C=C/c2ccc3cccc(O)c3n2)c1O
 : i	30	-4%	1%	-2%	9	416	6%	7%	-0.1%	32	91
> CC1(C)Cc2cccc(Oc3ccc(S(=O)(=O)N4CCCCC4)cn3)c2O1
 : i	18	-10%	1%	-4%	-24	724	7%	10%	0.1%	4.2	50
> CCCCN1C(=O)C2Cc3c([nH]c4ccccc34)CN2C1=S (stereo not given)
 : i	10	22%	7%	10%	37	740	2%	6%	0.1%	0.3	47
> COc1cccc(/C=N/n2c(-c3cc(C)[nH]n3)n[nH]c2=S)c1
 : i	41	-12%	23%	-9%	-14	694	-14%	36%	13%	0.1	51
> CC[C@H](C)C(=O)O[C@H]1CCC=C2C=C[C@H](C)[C@H](CC[C@@H]3C[C@@H](O)CC(=O)O3)[C@H]21
 : i	21	-18%&3%	2%	0%&-5%	27&6	739&790	11%&3%	9%&13%	-0.5%&0.6%	2.8	58
> O=C(NNC(=O)c1cc([N+](=O)[O-])ccc1Cl)c1cccs1
 : i	59	-4%	2%	-1%	20	693	0%	7%	-0.1%	0.9	89
> CCCCCOc1ccc(Cl)cc1CN1CCOCC1
 : i	55	-6%	4%	-9%	·	·	2%	15%	-0.1%	0.6	44
> C=CCOc1ccccc1CN1CCCCCC1
 : i	46	6%	13%	-8%	-2	810	-5%	9%	0.2%	1.3	77
> OCC[C@@H]1C[C@H](O)[C@@H](O)[C@]2(CCCc3ccccc3O2)O1
 : i	24	-10%	9%	-9%	-4	797	-4%	15%	0.2%	3.3	101
> O=S(=O)(NN=C1CCCCC1)c1ccccc1
 : i	48	5%	1%	-7%	-3	709	7%	6%	-0.1%	2.3	57
> COc1ccc(COCC(O)CN(Cc2ccccc2)C(C)C)cc1OC (stereo not given)
 : i	19	-5%	-9%	3%	0	695	-2%	13%	0.5%	0.6	57
> Cc1cccc(C(=O)n2cnnc2N)c1
 : i	48	-8%	6%	-12%	9	726	8%	11%	-0.1%	-1.0	97
> CN1N=C2c3ccccc3CCC2C1c1ccc(Cl)cc1 (stereo not given)
 : i	55	9%	11%	-6%	13	723	-7%	16%	1.3%	2.6	43
> CCN(CCn1cccn1)C(=O)CCc1nnc(CCCc2ccccc2)o1
 : i	64	12%	5%	-6%	3	659	1%	10%	-0.2%	0.3	76
> Nc1nc(N2CCN(c3cccc(Cl)c3)CC2)n[nH]1
 : i	47	14%	-3%	-4%	·	·	2%	6%	-0.3%	-0.2	61
> COc1cc(C(C)=O)ccc1O
 : i	4	·	15%	·	·	·	·	-5%	·	2.1	70
> COc1ccccc1N1CCN(C(=O)c2cccc(N3C(=O)NC4CC3(C)Oc3ccccc34)c2)CC1 (stereo not given)
 : i	61	-18%	9%	-11%	·	·	-6%	1%	0.4%	-1.5	55
> CC1=C(C(=O)Nc2ccc(C(=O)NC(C)c3ccccc3)cc2)SCCO1 (stereo not given)
 : i	51	6%	9%	-2%	0	727	-6%	·	-0.1%	-1.8	57
> COc1ccc(CNC(=O)C(C)N2CCN(c3ccc(C(C)=O)cc3)CC2)cc1 (stereo not given)
 : i	29	-13%	4%	3%	-7	837	0%	4%	-0.1%	0.1	44
> COc1cc(C(=O)Nc2nc3ccccc3[nH]2)cc(OC)c1OC
 : i	58	-15%	13%	-4%	0	702	-7%	0%	-0.1%	-0.6	47
> COC(=O)[C@@]1(Cc2ccc(F)cc2)[C@H]2c3cc(C(=O)N4CCCC4)n(CCc4ccc(O)c(O)c4)c3C[C@H]2CN1C(=O)c1ccccc1
 : i	49	-2%	·	6%	-11	684	-8%	25%	-0.3%	11	84
> COc1ccc(OC)c(C(=O)COC(=O)c2c(OC)cccc2OC)c1
 : i	38	1%	8%	-8%	·	·	3%	4%	0.3%	1.0	58
> COc1ccc(CNc2ncnc3ccccc23)cc1
 : i	36	0%	7%	-1%	-34	800	-3%	7%	-0.1%	3.1	54
> COc1cccc(NS(=O)(=O)c2c(C(=O)N3CCCCCC3)c(C)n(C)c2C)c1
 : i	29	-18%	3%	-1%	-22	706	3%	12%	-0.1%	1.8	61
> CC(C)(C)NC(=O)COC(=O)CCC(=O)c1ccc(F)cc1
 : i	58	18%	2%	-4%	-6	695	18%	-2%	-0.3%	-1.0	73
> C#CCOc1ccc(C2C(C#N)=C(N)Oc3cc(O)ccc32)cc1 (stereo not given)
 : i	46	3%	1%	-6%	12	792	-10%	27%	0.0%	1.8	58
> Cc1oc(-c2ccc(Cl)cc2)cc1-c1nn2c(-c3ccco3)nnc2s1
 : ·	·	15%	·	8%	·	·	12%	·	-0.2%	·	·
> COc1ccccc1/C=C/C1=NC(=C\N(C)C)/C(=O)O1
 : i	29	-8%	5%	-6%	-12	790	9%	21%	0.0%	0.4	71
> CC(C(=O)Nc1cccc(Br)c1)c1ccc([N+](=O)[O-])cc1 (stereo not given)
 : i	58	18%	11%	-1%	-6	534	-2%	11%	-0.3%	-0.5	77
> CCOC(=O)CNC(=O)CSc1ncnc2c1cnn2-c1ccc(OC)cc1
 : i	49	9%	10%	-9%	·	·	-19%	6%	-0.3%	-1.4	55
> Cc1ccc(NC(=O)CCc2nnc3ccc(N4CCC(C)CC4)nn23)nc1
 : i	3	6%	10%	-12%	18	686	6%	19%	-0.1%	1.8	51
> COc1ccc(-c2cc(N)n(CCC#N)n2)c(OC)c1
 : i	60	26%	5%	-4%	·	·	10%	9%	-0.1%	0.3	61
> COc1ccc(-c2nnc(SCC(=O)N3CCCCC3)o2)c(OC)c1
 : i	7	1%	3%	-4%	3	719	1%	3%	-0.1%	0.7	57
> COc1ccc(-c2csc3ncnc(N4CCN(S(=O)(=O)c5ccc(C)c(C)c5)CC4)c23)cc1
 : i	51	·	12%	·	·	·	·	10%	·	6.0	60
> COCc1ccc(CN2CCC(C(=O)Nc3cccc(-c4cscn4)c3)CC2)o1
 : i	31	-3%	-26%	-1%	8	710	12%	14%	0.0%	-0.5	80
> COC(=O)c1cn(C(=O)c2cc(Br)ccc2Cl)c2ccccc12
 : i	51	3%	8%	-1%	-4	808	-5%	15%	0.1%	1.9	70

Two of these compounds, set out differently.
Structure | T cell modulator | T cell modulator vesicle-bound % | GPR35 antagonists | MgcRacGAP inhibition | LYP inhibition | Lipid droplet | Lipid droplet cells 6.5 µM | GPR55 antagonists | Large T inhibition | GPR55 beta-arrestin | NTR1 ag | NTR1 ag cell count 20 µM
COc1ccccc1/C=C/C1=NC(=C\N(C)C)/C(=O)O1 | i | 29 | -8% | 5% | -6% | -12 | 790 | 9% | 21% | 0.0% | 0.4 | 71
COc1ccc(-c2cc(N)n(CCC#N)n2)c(OC)c1 | i | 60 | 26% | 5% | -4% | · | · | 10% | 9% | -0.1% | 0.3 | 61

Next section.
Every second line gives: T cell modulator	T cell modulator vesicle-bound %	GPR35 antagonists	MgcRacGAP inhibition	LYP inhibition	Lipid droplet	Lipid droplet cells 6.5 µM	GPR55 antagonists	Large T inhibition	GPR55 beta-arrestin	NTR1 ag	NTR1 ag cell count 20 µM
> CCOP(=O)(c1ccc(N(C)C)cc1)C(O)c1ccc(C)cc1 (stereo not given)
 : i	58	-20%	7%	-9%	1	719	3%	10%	0.3%	0.0	98
> CN(Cc1ccc(F)cc1)C(=O)c1cccc(S(=O)(=O)N2CCN(c3ccccc3)CC2)c1
 : i	11	·	4%	·	·	·	·	7%	·	2.4	65
> Cc1cnnn1-c1ccc([N+](=O)[O-])cc1
 : i	57	-4%	·	-6%	-2	737	11%	-8%	0.4%	0.8	51
> COCCCn1c(=O)c2ccccc2n(Cc2cc(C(=O)OC)ccc2OC)c1=O
 : i	38	1%	13%	-4%	-1	854	10%	8%	0.0%	3.0	70
> CC1(C)c2[nH]c3ccccc3c2C[C@H]2C(=O)N(Cc3ccccc3)C(=O)N21
 : i	45	·	3%	·	·	·	·	5%	·	2.2	55
> CC12CCC(C(=O)N(CSC(=S)N/N=C\c3ccccc3)C1=O)C2(C)C (stereo not given)
 : i	41	1%	6%	6%	5	746	11%	24%	-0.4%	12	88
> Cc1oc(S(=O)(=O)N2CCCCC2)cc1NC(=O)Nc1ccc(Cl)cc1
 : i	33	17%	14%	0%	-26	692	9%	8%	-0.2%	1.5	65
> CCN(CC)CCN(Cc1cc2cc3c(cc2[nH]c1=O)OCO3)C(=S)NCCCOC
 : i	53	12%	8%	-7%	-14	777	-6%	11%	-0.1%	-0.4	57
> O=C(/C=C/c1ccc2c(c1)OCO2)c1cccnc1
 : i	44	7%	6%	-5%	9	838	-1%	6%	0.0%	0.9	96
> CCn1c(SCC(=O)NC2CC2)nnc1-c1ccc(C)cc1
 : i	12	-16%	7%	-8%	8	843	-4%	27%	-0.1%	-1.2	60
